Assay outcomes as filed in PubChem.
BioA inh – M. tuberculosis BioA enzyme inhibitors, primary screen, biochemical, plate reader, single point, HTS. 7,8-diaminopelargonic acid synthase BioA (Mycobacterium tuberculosis). purified M. tuberculosis BioA enzyme. inhibition, % at 9.99 µM. AID 602481, 2012. 360,000 tested, 0.096% active; in the data active means inhibition above about 40%; inconclusive means no clear call, values can overlap the other calls
MazF activator – activators of E. coli MazEF toxin-antitoxin RNase, primary screen, biochemical, fluorescence, uHTS. Endoribonuclease toxin MazF (Escherichia coli (strain K12)), P0AE70. 350,000 tested, 0.32% active. activation, % at 20 µM. FAM/BHQ RNA-DNA oligo cleavage fluorescence, 5 h; in the data active means activation above about 50%
Target sequence (P0AE70 whole entry, looked up): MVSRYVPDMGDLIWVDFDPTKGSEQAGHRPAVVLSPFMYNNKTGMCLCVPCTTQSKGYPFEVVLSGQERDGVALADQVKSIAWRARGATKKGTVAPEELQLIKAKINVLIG
PrPC surface inh – inhibitors of human cell surface prion protein PrPC, primary screen, cell-based, TR-FRET; TR-FRET read-out; inhibition, % at 13.8 µM; 370,000 tested, 0.43% active; AID 720596, 2013; in the data active means inhibition above about 24%; further: 0% = median of the test wells and 100% = reference compound wells
Rv3671c inh – Rv3671c serine protease inhibitors, primary screen, biochemical, fluorescence polarization, M. tuberculosis H37Rv; inhibition, % at 5.96 µM; AID 2606, 2010; P9WHR9; 320,000 tested, 0.048% active; in the data active means inhibition above about 38%;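 further: extracellular domain of Rv3671c used as enzyme; 0% = enzyme with DMSO and 100% = no enzyme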
Target sequence (P9WHR9 whole entry, looked up, the tested form may be a part): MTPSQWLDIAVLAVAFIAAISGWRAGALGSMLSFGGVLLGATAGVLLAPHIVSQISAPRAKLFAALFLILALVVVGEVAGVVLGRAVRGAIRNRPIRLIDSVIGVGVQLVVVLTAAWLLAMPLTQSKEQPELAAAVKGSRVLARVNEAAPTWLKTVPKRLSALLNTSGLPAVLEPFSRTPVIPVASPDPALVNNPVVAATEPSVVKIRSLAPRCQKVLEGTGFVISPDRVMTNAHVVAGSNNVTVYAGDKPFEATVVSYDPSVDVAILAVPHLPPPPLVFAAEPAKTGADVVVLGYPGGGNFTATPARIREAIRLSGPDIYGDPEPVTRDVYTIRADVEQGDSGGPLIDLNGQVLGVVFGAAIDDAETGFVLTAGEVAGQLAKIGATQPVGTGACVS
FadD28 FP inh – inhibitors of FadD28 bisubstrate probe binding, primary screen, biochemical, fluorescence polarization, single point. AID 588549, 2011. Mycobacterium tuberculosis FadD28 fatty-acid-AMP ligase. inhibition, % at 12.5 µM. 360,000 tested, 0.22% active; in the data active means inhibition above about 8.5%, passing the limit was not always enough; inconclusive means no clear call, values can overlap the other calls
Mtb FBA inh – Mtb FBA enzyme inhibitors, primary screen, biochemical, fluorescence, strain H37Rv; Fructose-bisphosphate aldolase (Mycobacterium tuberculosis (strain ATCC 25618 / H37Rv)), …; purified M. tuberculosis FBA, fluorescence read-out; inhibition, % at 1 µM; 360,000 tested, 2.3% active; in the data active means inhibition above about 27%;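 further: 0% = vehicle and 100% = reference inhibitor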
Mtb UGM inh – M. tuberculosis UGM enzyme inhibitors, primary screen, biochemical, fluorescence polarization, single point | UDP-galactopyranose mutase (Mycobacterium tuberculosis (strain ATCC 25618 / H37Rv)), … | purified UGM, fluorescence polarization probe displacement | 320,000 tested, 0.06% active | inhibition, % at 10 µM | AID 504406, 2011; in the data active means inhibition above about 10%, passing the limit was not always enough; inconclusive means no clear call, values can overlap the other calls
Target sequence (P9WIQ1 whole entry, looked up): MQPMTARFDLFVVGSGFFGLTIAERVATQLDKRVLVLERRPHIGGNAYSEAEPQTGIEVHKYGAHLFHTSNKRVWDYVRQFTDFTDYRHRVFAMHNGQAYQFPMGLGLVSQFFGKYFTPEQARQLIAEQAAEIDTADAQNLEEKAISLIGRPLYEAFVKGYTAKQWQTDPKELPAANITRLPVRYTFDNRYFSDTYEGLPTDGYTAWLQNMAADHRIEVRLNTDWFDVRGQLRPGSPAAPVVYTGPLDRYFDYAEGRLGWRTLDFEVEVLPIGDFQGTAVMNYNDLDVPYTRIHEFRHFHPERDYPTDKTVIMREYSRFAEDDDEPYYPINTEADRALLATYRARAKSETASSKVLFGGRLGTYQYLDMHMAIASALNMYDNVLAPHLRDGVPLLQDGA
BoNT F protease – BoNT/F light chain protease inhibitors, primary screen, biochemical, flow cytometry, MLPCN library | Botulinum neurotoxin type F light chain protease (Clostridium botulinum) | Multiplex microsphere protease cleavage assay | inhibition, % at 10 µM | 360,000 tested, 0.22% active | AID 588497, 2011; in the data active means inhibition above about 35%, passing the limit was not always enough; inconclusive means no clear call, values can overlap the other calls; further: plate controls were buffer without enzyme for full effect and enzyme alone for no effect
GDH-TPI counter – GDH-TPI coupling enzyme inhibitors, primary screen, artefact control for M. tuberculosis FBA inhibitor project, biochemical, absorbance, full deck. GDH-TPI coupled enzyme counterscreen, NADH absorbance. inhibition, % at 4.8 µM. 360,000 tested, 1.2% active. AID 588335, 2011; in the data active means inhibition above about 30%;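 further: 0% = DMSO wells and 100% = wells lacking the enzyme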
The depositor's hits bear a star; ? = inconclusive; / = no result given; + = active, no number.

no.	compound	BioA inh	MazF activator	PrPC surface inh	Rv3671c inh	FadD28 FP inh	Mtb FBA inh	Mtb UGM inh	BoNT F protease	GDH-TPI counter
1	COc1ccccc1-c1cn[nH]c1-c1ccc(OCc2ccccc2)cc1O	/	-3.8	-0.3	1.2	0.5	4.1	2.1	-4.9	5.2
2	COc1ccc(CC(=O)N2CC(C)CC(C)C2)cc1 (stereo not given)	-0.3	-5.0	5.0	13.6	-0.8	-0.8	-3.0	-8.7	-4.0
3	CCOC(=O)Cc1csc(NC(=O)c2ccc(N3CCOCC3)cc2[N+](=O)[O-])n1	-5.5	-7.2	-12.7	-18.2	-0.7	2.4	0.5	-3.5	16.3
4	Cc1ccc2cc(CCNC(=O)c3ccco3)c(=O)[nH]c2c1	-0.4	1.4	-3.1	-3.2	0.6	-0.2	-1.5	-9.2	-3.2
5	CC(C)(C)NC(=O)c1ccc(Sc2ccccc2)c([N+](=O)[O-])c1	/	2.1	-11.8	4.9	-3.4	-0.7	2.6	3.5	5.9
6	O=C1/C(=C/c2cccnc2)SC(=S)N1N1CCOCC1	/	2.5	-7.8	-8.7	-0.1	1.8	-0.7	2.7	7.3
7	CCc1nc2c(OCCC3CCCCC3)cccn2c1N(C)C(=O)C1CC1	3.5	/	/	/	-1.4	0.2	/	-5.1	8.0
8	Fc1ccc(C2C3=C(Nc4ncnn42)c2ccccc2OC3c2ccncc2)cc1 (stereo not given)	5.3	0.3	0.5	-10.7	-1.8	37.3*	-0.7	0.2	0.9
9	Cc1cccc(CN2CCN(C(=O)CCc3nnc(C4CCCCC4)o3)CC2)c1	1.9	-10.4	7.5	-13.6	0.6	5.9	-0.8	-1.0	3.2
10	CN(C)C(=O)CN1C(=O)NC(c2ccccc2)(c2ccccc2)C1=O	/	10.2	3.4	6.0	-3.8	-3.4	-0.1	-5.0	-15.6

Next part
no.	compound	BioA inh	MazF activator	PrPC surface inh	Rv3671c inh	FadD28 FP inh	Mtb FBA inh	Mtb UGM inh	BoNT F protease	GDH-TPI counter
11	CCc1nc2ccc(C(=O)NCCOc3ccc(OC)cc3)cn2c1N(C)C(=O)C1CCCCC1	-0.5	/	1.1	/	-3.7	-3.6	/	-1.4	4.8
12	O=C(NCC(=O)N(c1cccnc1)C(C(=O)NC1CCCC1)c1cccs1)c1ccco1 (stereo not given)	/	4.5	8.0	3.8	-3.4	6.0	-1.3	6.9	-1.9
13	O=C(NCc1cccnc1)Nc1ccc(Cl)cc1Cl	-0.6	-2.2	-5.5	-6.3	-0.2	0.7	-1.1	/	4.2
14	CC1=C(C(=O)Nc2ccccc2)C(c2ccc(C)o2)n2c(s/c(=C/c3ccccc3)c2=O)=N1 (stereo not given)	/	1.4	-3.3	-6.7	1.2	-0.2	0.0	-7.0	11.4
15	O=C(c1cccs1)N(Cc1cc2ccccc2[nH]c1=O)c1ccccc1	/	-1.8	4.8	0.0	-0.6	1.8	4.1	-9.8	1.5
16	Cc1ccc(S(=O)(=O)NCCC(=O)Nc2nnc(C3CC3)s2)cc1C	-0.6	-4.9	4.1	-0.6	-3.2	-0.8	1.0	12.4	-10.8
17	COc1ccc(NC(=O)c2ccc(S(=O)(=O)N3CCCCC3)cc2)c(OC)c1	-0.1	0.7	10.3	5.5	-0.5	3.6	2.3	-18.3	18.6
18	COc1cc(/C=N/O)ccc1OCc1ccccc1Cl	-3.0	7.6	-2.5	2.7	-3.2	-1.7	1.1	-1.5	0.3
19	COc1ccc(/C=N/N=C2/SCC(=O)N2Cc2ccccc2)cc1	/	-3.1	1.1	-18.4	-0.7	-22.2	-0.1	/	10.2
20	CCn1c(C)cc(/C=C2\NC(=O)N(CC(=O)Nc3ccc(F)cc3)C2=O)c1C	/	4.3	-4.5	9.8	1.4	-2.2	5.0	1.9	5.5

The results go on.
no.	compound	BioA inh	MazF activator	PrPC surface inh	Rv3671c inh	FadD28 FP inh	Mtb FBA inh	Mtb UGM inh	BoNT F protease	GDH-TPI counter
21	CCC(CO)Nc1ccn2nc(-c3cccs3)cc2n1 (stereo not given)	-0.8	/	2.3	/	-4.0	38.8*	/	-1.8	7.5
22	Cc1ccc(C(=O)NCC(=O)N2CCC(Cc3ccccc3)CC2)cc1	-2.3	5.1	4.8	-13.2	0.7	3.3	-3.1	-8.4	0.3
23	Cc1cccc(C2CC(c3ccc(Br)cc3)Nc3nc(N)nn32)c1 (stereo not given)	-0.2	4.9	-5.4	3.0	-6.2	0.2	-2.4	-4.2	-6.9
24	CCCCn1c(N)c(N(CC(C)C)C(=O)CN(C)S(=O)(=O)c2ccc(C)cc2)c(=O)[nH]c1=O	/	11.5	-8.4	0.2	1.0	0.3	-0.6	/	6.7
25	Oc1ccc2ccccc2c1C=Nc1cc(C(F)(F)F)ccc1N1CCCC1	/	+	0.4	-1.8	-2.1	4.3	1.1	3.6	-3.7
26	CC(NC(=O)COC(=O)c1ccccc1F)C1CC2CCC1C2 (stereo not given)	-0.3	1.3	3.3	-3.8	-2.0	0.1	0.3	-3.6	0.4
27	COc1ccc(-c2nc(CSCC(=O)NC3CCCc4ccccc43)c(C)o2)cc1 (stereo not given)	1.1	-0.2	8.0	-2.3	-3.7	4.9	0.0	1.4	-3.5
28	CCOc1nc(CC(C)C)c2c(c1C#N)CC(C)(C)OC2	5.8	2.9	-2.0	3.5	-0.7	2.5	0.0	2.5	2.6
29	CCN(CC(=O)NCc1ccncc1)S(=O)(=O)c1ccc(OC)cc1	-0.5	8.1	0.5	0.9	-4.2	-2.4	-0.7	-3.9	3.3
30	COc1ccc(NC(=O)CC(C)C)c([N+](=O)[O-])c1	-5.8	-6.1	-6.2	-8.1	1.1	6.1	0.0	-1.6	15.5

3 entries from above, ordered by number of heavy atoms, ascending:
no.	compound	BioA inh	MazF activator	PrPC surface inh	Rv3671c inh	FadD28 FP inh	Mtb FBA inh	Mtb UGM inh	BoNT F protease	GDH-TPI counter
30	COc1ccc(NC(=O)CC(C)C)c([N+](=O)[O-])c1	-5.8	-6.1	-6.2	-8.1	1.1	6.1	0.0	-1.6	15.5
22	Cc1ccc(C(=O)NCC(=O)N2CCC(Cc3ccccc3)CC2)cc1	-2.3	5.1	4.8	-13.2	0.7	3.3	-3.1	-8.4	0.3
24	CCCCn1c(N)c(N(CC(C)C)C(=O)CN(C)S(=O)(=O)c2ccc(C)cc2)c(=O)[nH]c1=O	/	11.5	-8.4	0.2	1.0	0.3	-0.6	/	6.7

(more compounds)
no.	compound	BioA inh	MazF activator	PrPC surface inh	Rv3671c inh	FadD28 FP inh	Mtb FBA inh	Mtb UGM inh	BoNT F protease	GDH-TPI counter
31	COc1ccccc1N(C)S(=O)(=O)c1ccc(C(=O)NNC(=O)c2ccccc2O)cc1	/	-1.5	9.2	/	0.4	-0.2	/	-0.5	12.1
32	O=C(Nc1ccc(O)cc1)c1ccc(NC(=O)c2cccs2)cc1	-0.2	-9.8	21.0	5.3	-2.4	0.9	-0.1	-0.1	14.9
33	CSc1cccc(NS(=O)(=O)c2cn(C)cn2)c1	-0.6	0.9	-0.2	7.7	-3.3	-0.9	0.2	-0.5	8.7
34	O=C(Nc1ccc(S(=O)(=O)N2CCCC2)cc1)C1CC(=O)N(CCc2ccc(F)cc2)C1 (stereo not given)	3.0	3.3	-0.9	-5.0	-4.1	-0.1	1.1	7.1	0.3
35	CC(O)(c1ccc(F)c(F)c1)c1nc(-c2ccc(S(C)(=O)=O)cc2)cs1 (stereo not given)	1.2	/	9.4	/	-4.1	0.7	/	2.8	-5.4
36	CCOc1cc(/C=C(/NC(C)=O)C(=O)O)cc(Cl)c1OCc1ccc(Br)cc1	3.8	-3.7	0.8	-1.3	-5.6	2.9	-0.8	-1.0	-1.4
37	CN1CCN(Cc2nc(-c3cccs3)no2)CC1c1ccccc1 (stereo not given)	/	-10.1	4.2	6.4	-2.6	-1.6	4.0	-2.2	7.2
38	Cc1ccc(C(=O)Nc2ccc(CN3CCCCC3)cc2)c(C)c1	/	2.7	2.4	-4.8	0.5	4.5	-1.0	0.1	2.2
39	Cc1nn(CC(=O)NC(=O)NC2CCCCC2C)c(=O)c(C#N)c1C (stereo not given)	/	12.2	-3.7	5.7	0.4	4.0	-0.8	2.9	3.6
40	CCCN1CCC(=O)N([C@H](COc2ccccc2)c2ccccc2)CC1	5.3	-0.5	-5.4	-5.2	-3.9	-0.7	2.4	3.6	-4.0

Single entries from the entries so far.
Under Rv3671c inh, Cc1nn(CC(=O)NC(=O)NC2CCCCC2C)c(=O)c(C#N)c1C (stereo not given) has 5.7
Under BioA inh, O=C(Nc1ccc(O)cc1)c1ccc(NC(=O)c2cccs2)cc1 has -0.2

Following part.
no.	compound	BioA inh	MazF activator	PrPC surface inh	Rv3671c inh	FadD28 FP inh	Mtb FBA inh	Mtb UGM inh	BoNT F protease	GDH-TPI counter
41	COCCCn1c(=O)cc(C)[nH]c1=S	/	8.5	-1.0	3.8	1.3	9.1	1.6	-7.0	-0.4
42	CN1CCN(CCC(=O)Nc2ccccc2Cl)CC1	0.5	-8.7	-3.6	-1.2	-2.6	0.8	0.3	-10.9	-0.3
43	CNC(=O)c1sccc1-n1cccc1	0.5	1.8	-6.3	1.3	-2.6	-0.1	0.7	-23.5	8.1
44	CCOc1ccc(/C=N/NC(=O)CN2CCCCC2)cc1OCC	1.2	8.7	-2.6	-0.7	-1.7	0.2	-0.3	?	3.2
45	N#Cc1nc(Cc2ccccc2)oc1NCc1cccnc1	2.9	0.4	1.7	-0.9	-0.2	0.3	1.6	5.8	0.0
46	COc1ccc(O)c(/C=N/c2nc3ccccc3n2C)c1	-4.9	0.6	-6.3	-3.9	2.7	4.4	-1.3	?	7.1
47	CC(C)(C)C(=O)OCc1nc(-c2ccc(C(F)(F)F)cc2)cs1	-0.4	-2.7	-3.1	-1.6	-0.3	4.0	1.1	?	-5.7
48	Cc1cc2cc3c(N)[nH]nc3nc2cc1C	-1.6	5.1	-15.9	7.0	-1.3	0.4	-0.6	-0.4	14.4
49	Cc1cccc(NC(=O)c2nc[nH]c2C(=O)N2CCN(c3ccccc3)CC2)c1	-2.9	3.8	0.6	0.3	-2.8	1.7	-2.8	-12.1	0.9
50	CC1=C(C(=O)OC2CCCCC2)C(c2ccco2)n2ncnc2N1 (stereo not given)	-0.6	9.0	3.1	-2.2	-4.6	-0.9	-2.0	-0.2	13.9

The list goes on:
no.	compound	BioA inh	MazF activator	PrPC surface inh	Rv3671c inh	FadD28 FP inh	Mtb FBA inh	Mtb UGM inh	BoNT F protease	GDH-TPI counter
51	COC(=O)c1ccc2c(=O)n(Cc3ccc4c(c3)OCO4)c(SCC(=O)N3CCCC3)nc2c1	/	-0.6	3.7	5.4	/	/	-0.9	/	/
52	COc1ccccc1CNC(=O)COC(=O)/C=C/c1ccc2ccccc2n1	-1.4	-13.9	2.7	-8.7	-3.0	3.0	1.2	6.2	3.6
53	CCOC(=O)NC(=O)C(=CNc1cccc(OC)c1)C(=O)NC(=O)OCC	-1.8	-1.8	-1.2	-6.4	-1.5	-1.9	4.6	-1.1	0.0
54	CC(=O)N=c1sc2cc(C)ccc2n1C	-2.1	5.6	1.0	-2.6	0.4	-0.1	-0.5	-3.5	9.6
